# NOD1 inhibition – NOD1 signaling inhibitors, primary screen, cell-based, luminescence, uHTS (AID 1578); NOD1-driven NF-kB luciferase reporter cells, luminescence; higher % means a stronger effect; one-dose inhibition, % at 4 µM; EC50 in µM for titrated hits; 1% of 290,000 active; in the data active means inhibition mostly above about 36%, no sharp cut-off; inactive means mostly below about 34%;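 further: HEK-293T reporter cells stimulated with the NOD1 agonist gamma-tri-DAP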
# GPR55 LPI antagonism – GPR55 antagonists blocking LPI-driven arrestin recruitment, primary screen, imaging, U2OS, beta-arrestin-GFP, LPI agonist (AID 2013). inhibition, % at 10 µM; hits with a dose series show IC50 in µM. G-protein coupled receptor 55 (Homo sapiens). 0.13% of 290,000 active. U2OS GPR55 beta-arrestin-GFP translocation imaging, LPI antagonism; higher % means a stronger effect;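 active means spots per cell inhibited over 60%, with over 100 cells counted and total cytoplasm intensity under 500,000; inconclusive means wells with under 100 cells, flagged as likely toxic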;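 further: U2OS cells stably carrying GPR55 and arrestin-GFP stimulated by 5 µM LPI near EC80; imaged beta-arrestin-GFP aggregate spots per cell after agonist stimulation; plate controls were LPI-stimulated DMSO wells for no effect and DMSO wells without LPI for full effect; some results filed as inactive read as strong as hits; confirmed hits need IC50 under 10 µM and bright autofluorescent wells are also inconclusive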
# KOR beta-arrestin-1 – KOR antagonists, beta-arrestin recruitment, cell-based, luminescence, uHTS (AID 1778); Kappa-type opioid receptor (Homo sapiens); KOR beta-arrestin recruitment, luminescence, antagonist mode; higher % means a stronger effect; inhibition, % at 10 µM; hits with a dose series show IC50 in µM; 0.091% of 290,000 active; further: strong numbers were not always called active
# KOR beta-arrestin-2 – KOR agonists, beta-arrestin recruitment, primary screen, cell-based, luminescence, uHTS (AID 1777); Kappa-type opioid receptor (Homo sapiens); one-dose activation, % at 10 µM; EC50 in µM for titrated hits; 0.02% of 280,000 active; KOR beta-arrestin recruitment, luminescence; higher % means a stronger effect; in the data active means activation above about 50%, passing the limit was not always enough; further: a part of the inactive calls stands beside numbers as strong as those of hits
# HEK293 NOD2/NF-kB – NOD2 signaling inhibitors, cell-based, luminescence, uHTS, HEK293 (AID 1566) | inhibition, % at 4 µM, or EC50 in µM where a hit was titrated | 0.63% of 290,000 active | HEK293 NOD2/NF-kB luciferase reporter, luminescence; higher % means a stronger effect; further: many of its hits are not listed in these tables
# T cell modulator – modulators of CD8 T cell-vesicle binding, primary screen, mouse 2C CD8+ T cells, flow cytometry. 2C CD8+ T cell-vesicle binding; hits give low values. calls only at 7 µM. 0.068% of 330,000 active;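 active means response, share of CD8 T cells binding vesicles, and their 90th percentile fluorescence all below set limits, cut at about 80% in these data, passing the limit was not always enough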
#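 Test system: purified 2C TCR transgenic mouse naive CD8+ T cells. Probe or stimulus: QL9-peptide-loaded Drosophila micro-vesicles bearing Ld, ICAM-1 and B7-1. Incubation: binding step 1.5 h, 37 °C, antibody labelling 20 min, ice. Measured by: flow cytometry of vesicle-bound cells.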
# NTR1 agonist – agonists of NTR1, primary screen, imaging, U2OS cells, beta-arrestin-GFP, high content (AID 493036) | 0.17% of 330,000 active | activation, % at 20 µM | NTR1-U2OS beta-arrestin-GFP spot imaging, agonist mode;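 active means activation at or above 40% of the spot to cytoplasm intensity ratio, with at least 20 cells analyzed; inconclusive means wells under 20 cells, flagged as cytotoxic or low count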;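 further: 0% = DMSO without peptide and 100% = 100 nM NTR1 peptide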
# Target sequence (P30989 whole entry, looked up): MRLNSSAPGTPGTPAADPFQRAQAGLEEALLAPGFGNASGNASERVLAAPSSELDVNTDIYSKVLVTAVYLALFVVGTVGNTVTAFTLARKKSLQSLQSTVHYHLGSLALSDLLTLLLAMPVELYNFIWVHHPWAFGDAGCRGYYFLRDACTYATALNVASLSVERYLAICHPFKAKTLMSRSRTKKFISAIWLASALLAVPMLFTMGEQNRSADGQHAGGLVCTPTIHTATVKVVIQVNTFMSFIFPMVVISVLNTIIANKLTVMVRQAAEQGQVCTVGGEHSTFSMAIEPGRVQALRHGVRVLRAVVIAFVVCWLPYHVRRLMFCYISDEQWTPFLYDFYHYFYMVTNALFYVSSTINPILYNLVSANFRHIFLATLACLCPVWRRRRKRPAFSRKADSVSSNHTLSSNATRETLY
# Myeloid diff 2 – induction of myeloid progenitor differentiation, primary screen, cell-based, flow cytometry, MLPCN library. ER-HoxA9 myeloid progenitors, lysozyme-GFP differentiation. calls only at 10 µM. 1% of 360,000 active. AID 624256, 2012;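 active means normalized GFP-positive differentiation at or above the plate's own cutoff, the solvent-only control mean plus 3 SD; inconclusive means no clear call, values can overlap the other calls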;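 further: cells exposed to compound for four days before flow analysis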
# GPR55 beta-arrestin – GPR55 agonists via beta-arrestin recruitment, primary screen, imaging, U2OS cells, beta-arrestin-GFP redistribution (AID 1961); G-protein coupled receptor 55 (Homo sapiens); U2OS GPR55 beta-arrestin-GFP redistribution imaging; higher % means a stronger effect; activation, % at 10 µM, or EC50 in µM where a hit was titrated; 0.048% of 290,000 active;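 active means activation above 40% with more than 50 cells counted in the well; inconclusive means wells holding fewer than 50 cells, flagged as toxic or sparse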;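 further: U2OS osteosarcoma cells stably expressing GPR55 and beta-arrestin-GFP; plate controls were DMSO negative control for no effect and LPI positive control for full effect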
# T cell modulator vesicle-bound % – second read-out of T cell modulator, no call of its own (marks repeat the call); double positive events, %; measured here: CD8+ vesicle-bound cell fraction;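 binding gate set so that unloaded-vesicle control wells show 10% double positive cells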
# NTR1 agonist cell count 20 µM – also measured in NTR1 agonist; calls as there; cell count; measured here: cell count, cytotoxicity flag
# Myeloid diff 2 GFP+ MAC1+ % – further read-out of Myeloid diff 2, marked with its call; GFP+ MAC1+ double positive, %; measured here: differentiation confirmed by MAC1 staining
# Starred values were filed as active, the others as inactive; i = inactive; ? = inconclusive; . = not tested or not shown; [ ] = remark or other dose. Unless noted, no stated cut-off is given here; in the data, active means inhibition above about 50%; inactive means the rest. This is a subset (hit frequency here may not be typical).
molecule,NOD1 inhibition,GPR55 LPI antagonism,KOR beta-arrestin-1,KOR beta-arrestin-2,HEK293 NOD2/NF-kB,T cell modulator,T cell modulator vesicle-bound %,NTR1 agonist,NTR1 agonist cell count 20 µM,Myeloid diff 2,Myeloid diff 2 GFP+ MAC1+ %,GPR55 beta-arrestin
O=[N+]([O-])c1cc(S(=O)(=O)NC2=NCCCCC2)ccc1NCC1CCCCC1,11%,7%,-11%,-1.7%,19%,i,5,0.1,35,i,0.2,0.2%
CC(C)(C)NC(=O)CSc1nnnn1C(C)(C)C,-23%,15%,22%,-5.1%,-8%,i,46,0.2,80,i,0.8,-0.1%
COC(=O)c1[nH]c2ccc(Cl)cc2c1NC(=O)c1ccccc1[N+](=O)[O-],-3%,-9%,-13%,-1.3%,7%,i,30,-0.8,74,i,0.4,1.2%
O=C(CN(CC1CCCO1)C(=O)CNS(=O)(=O)c1ccc(Cl)cc1)NC1CCCC1 (configuration not stated),-18%,-11%,1%,-0.8%,2%,i,11,-0.2,55,i,0.6,?
CCOc1ccccc1Nc1cc(C)c2cccc(C)c2n1,2%,-18%,-5%[20 µM],-0.7%,17%,i,5,1.7,62,i,0.7,0.8%
Cc1cc(C)n(-c2ccc([N+](=O)[O-])cc2-c2nn[nH]n2)n1,-26%,3%,-3%,7.5%,3%,i,13,-0.3,39,i,0.7,1.5%
COc1ccc2[nH]c(C(=O)O)c(NC(=O)c3ccccc3[N+](=O)[O-])c2c1,-6%,-4%,-22%,7.0%,4%,i,37,0.8,50,i,0.2,-0.1%
Cc1cccc(NC(=S)NNc2ncc(C(F)(F)F)cc2Cl)c1,35%,6%,-28%,2.6%,25%,i,31,2.4,66,i,0.6,0.5%
Nc1nonc1-n1nnc(C(=O)N/N=C/c2ccc(F)cc2)c1-c1ccc2c(c1)OCO2,-36%,-6%,18%,-2.2%,-9%,i,34,0.1,62,i,2.5,-0.1%
CN(C)S(=O)(=O)c1cccc(NC(=O)COC(=O)/C=C/c2ccc3c(c2)OCO3)c1,-20%,-2%,12%,-4.1%,8%,i,46,0.6,64,i,0.4,-0.3%
c1ccc(-c2nnc(SCc3nc4ccccc4[nH]3)o2)cc1,-21%,22%,5%,1.8%,2%,i,51,-1.2,81,i,0.9,-0.1%
COc1cccc(NS(=O)(=O)c2nc3nc(C)cc(C)n3n2)c1,-25%,-3%,-4%,2.1%,-3%,i,28,2.1,49,i,1.8,-0.1%
O=C(CC(CC(=O)c1ccc(Cl)cc1)c1ccccc1C(=O)O)c1ccc(Cl)cc1,-2%,-22%,-26%[20 µM],-0.1%,20%,i,58,2.9,57,i,1.1,-0.1%
Cc1nc(-c2ccc(S(=O)(=O)Nc3cc(S(=O)(=O)N(C)C)ccc3C)s2)cs1,-7%,3%,-3%,-4.7%,-1%,i,43,1.0,54,i,0.2,-0.4%
Cc1c(C#N)c2ncnc(-c3ccccc3)c2n1-c1ccccc1,10%,-3%,-3%,0.8%,-10%,i,59,3.1,102,i,0.3,-0.4%
CCCc1nc2ccc(NC(=O)c3ccco3)cc2c(=O)n1Cc1ccccc1Cl,-14%,14%,27%,-1.5%,1%,i,0,4.4,45,i,0.8,0.9%
O=c1c(=O)n2c(nn1Cc1ccc(F)cc1)sc1ccccc12,3%,7%,14%,5.0%,8%,i,58,4.7,39,i,0.5,0.2%
C/C(=C\c1cccs1)C(=O)c1c(C)cc(C)[nH]c1=O,-2%,-3%,17%,-0.5%,13%,i,55,1.7,64,i,0.3,-0.1%
COC(=O)c1ccccc1NC(=O)NCc1ccco1,-33%,-5%,2%,-0.3%,-7%,i,3,-1.6,78,i,3.0,-0.1%
O=C(CSc1nc2ccccc2o1)NC(=O)NCc1ccccc1,15%,-6%,0%,5.4%,13%,i,55,2.7,60,i,1.3,-0.1%
CC/C(=N/OC(=O)c1cccc(C)c1)C(=O)c1cccs1,-36%,6%,11%,1.1%,11%,i,56,0.5,27,i,0.2,1.0%
Cc1ccc(N(C)C(=O)N2CCN(S(=O)(=O)c3c(C)cc(C)cc3C)CC2)cc1,-8%,32%,4%,-11%,33%,i,26,10,88,i,1.3,-0.2%
Cc1cccc(NCc2ccc(O)c3ncccc23)c1C,-34%,-6%,8%[20 µM],-1.9%,11%,i,50,0.0,52,i,0.2,0.2%
Cc1nonc1NC(=O)CSc1nc2ccccc2[nH]1,0%,-9%,5%,-0.7%,-1%,i,37,-2.4,67,i,0.7,0.3%
N/C(=N\OC(=O)c1cccc(F)c1)c1ccccn1,-49%,-4%,-18%,2.4%,-51%,i,23,-0.8,71,i,0.9,-0.2%
CN(C)Cc1c(C(=O)N/N=C/C=C/c2ccccc2)nnn1-c1nonc1N,-11%,3%,-17%,-5.1%,3%,i,4,-1.3,57,i,0.8,0.3%
CCCCNC(=O)COC(=O)c1ccccc1F,-6%,1%,17%,-0.9%,6%,i,39,1.2,61,i,0.2,-0.1%
COc1ccc(SCc2noc(C(=O)NC(C)C)c2C(=O)O)cc1,1%,-10%,-30%,5.7%,-7%,.,.,-4.9,114,i,2.2,-0.1%
CCOC(=O)c1sc(=NC(=O)CCS(=O)(=O)c2ccccc2)n(C)c1C,-31%,5%,13%,-2.4%,-7%,i,35,-0.3,68,i,0.6,0.4%
COC(=O)c1c(O)cc(C(C)(C)C)n(-c2ccc(F)cc2)c1=O,-17%,2%,.,-1.6%,8%,i,22,1.1,34,i,2.1,0.0%
CC(=O)Nc1ccc(NS(=O)(=O)c2ccc3c(c2)oc(=O)n3C)cc1,-32%,-8%,-25%[20 µM],2.1%,-10%,i,48,-0.3,77,i,0.8,0.2%
COc1ccc(CSc2nnnn2-c2ccc(C(N)=O)cc2)cc1[N+](=O)[O-],-1%,4%,-10%,-2.5%,0%,i,48,-0.8,84,i,0.4,0.0%
NC(Cc1ccc2nonc2c1)C(=O)O (configuration not stated),19%,8%,33%,4.0%,1%,i,50,0.9,27,i,1.0,-0.2%
O=C(Nc1cc2c(cc1C(=O)O)OCCCO2)c1ccc(C(F)(F)F)cc1,3%,7%,15%,3.1%,-51%,i,53,1.4,59,i,3.4,-0.2%
COC(=O)NNC(=O)COc1cc(C)ccc1C,-7%,6%,25%,-5.1%,2%,i,45,0.6,44,i,0.3,-0.1%
O=C(CCCc1nc(-c2ccccc2)no1)N1CCOCC1,-28%,-4%,-49%,-6.8%,-9%,i,14,0.4,85,i,1.0,-0.1%
Cc1ccc2c3c(c(SCC(=O)Nc4nccs4)nc2c1)CCCC3,-3%,-1%,-12%,12%,-4%,.,.,.,.,.,.,0.3%
COC(=O)NNS(=O)(=O)c1ccc(C)cc1,-9%,12%,0%,1.2%,4%,i,42,2.3,70,i,0.4,0.0%
COc1ccc(-c2cc(C(=O)OCC(=O)N3CCCC3)c3ccccc3n2)cc1,-58%,5%,-2%,0.9%,-11%,i,19,-1.1,53,i,0.6,-0.2%
O=C(COC(=O)c1cccs1)NC1CCCCC1,-18%,-7%,-18%,0.6%,4%,i,52,-1.3,51,i,0.1,-0.1%
Cc1ccc(C(=O)O)cc1S(=O)(=O)N1CCSCC1,3%,4%,-7%,6.5%,0%,i,52,-1.0,86,i,1.2,0.3%
COc1ccccc1/C=N/NC(=O)c1cccc(NC(=O)c2ccccc2C)c1,-26%,14%,-21%,-4.7%,8%,i,44,0.4,37,i,5.8,0.0%
CCn1c(SCC(=O)Nc2cccc(OC)c2)nnc1-c1ccc(Cl)cc1,-5%,-3%,10%,-3.7%,6%,i,10,2.2,82,i,8.8,-0.3%
CCOC(=O)C1(Cc2cccc(Cl)c2)CCCN(C(=O)c2ccco2)C1 (configuration not stated),-14%,-13%,-41%,-2.0%,-22%,i,55,0.0,71,i,1.1,-0.2%
O=C(c1ccc(S(=O)(=O)Nc2ccc(F)cc2)cc1)N1CCN(C(=O)c2ccco2)CC1,18%,-13%,-31%,4.2%,17%,i,40,2.2,76,i,1.2,0.0%
O=C(N/N=C/c1cccs1)c1ccccn1,.,-8%,-21%,1.6%,-67%,i,36,-0.3,57,i,3.2,0.2%
Cc1ccc(NC(=O)c2cc(-c3cccc(O)c3)on2)cc1C,-33%,3%,5%,-8.2%,-34%,i,22,13,46,i,1.4,-0.2%
O=C(Nc1ccc2c(c1)OCCO2)c1ccc2ccccc2n1,-53%,6%,-34%,0.3%,-109%,i,61,0.5,56,i,0.1,-0.3%
CC(CCC(=O)Nc1nncs1)C(=O)O (configuration not stated),-14%,-5%,-10%,-4.1%,6%,i,18,-2.6,64,i,1.1,-0.3%
CCCCC(C(=O)NC(C)c1ccccc1)C(=O)NC(C)c1ccccc1 (configuration not stated),3%,10%,-19%,0.9%,12%,i,44,1.5,69,i,0.4,0.0%
CC(C(=O)Nc1nc2ccccc2s1)n1cc([N+](=O)[O-])cn1 (configuration not stated),-4%,5%,-5%,-5.5%,14%,i,58,-0.9,72,i,1.0,-0.3%
Cc1cc(C(=O)Nc2cccc3cccnc23)ccc1[N+](=O)[O-],-36%,10%,-2%,-0.4%,-30%,i,64,2.8,74,i,0.8,0.1%
COC(=O)c1sccc1NC(=S)N1CCCCC1,12%,-5%,-40%,3.1%,16%,i,11,2.7,85,i,1.0,-0.1%

# Screening results (PubChem BioAssay)
